CBFb RUNX1 block – inhibitors of human CBF-beta and RUNX1 interaction | AlphaScreen CBFb-His/RUNX1-biotin binding, biochemical | Potency, µM (doses to about 59.8 µM), inactives show at the top dose activity, negative = inhibition, most hits filed as inhibitors | 230,000 tested, under 10 active; note: % of control where 0% means no effect
Target sequence (Q01196 whole entry, looked up): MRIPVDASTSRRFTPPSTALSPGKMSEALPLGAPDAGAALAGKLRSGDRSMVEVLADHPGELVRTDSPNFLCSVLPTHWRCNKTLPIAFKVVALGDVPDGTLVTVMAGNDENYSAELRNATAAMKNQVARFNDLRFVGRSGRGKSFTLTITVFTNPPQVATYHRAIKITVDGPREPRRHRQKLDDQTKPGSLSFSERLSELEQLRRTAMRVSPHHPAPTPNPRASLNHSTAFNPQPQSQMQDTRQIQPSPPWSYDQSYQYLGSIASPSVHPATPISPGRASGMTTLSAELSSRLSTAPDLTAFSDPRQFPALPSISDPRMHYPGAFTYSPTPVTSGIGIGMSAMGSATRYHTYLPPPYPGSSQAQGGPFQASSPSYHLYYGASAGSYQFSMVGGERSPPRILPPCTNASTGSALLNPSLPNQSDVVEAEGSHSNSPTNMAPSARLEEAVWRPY
Target sequence (Q13951 whole entry, looked up): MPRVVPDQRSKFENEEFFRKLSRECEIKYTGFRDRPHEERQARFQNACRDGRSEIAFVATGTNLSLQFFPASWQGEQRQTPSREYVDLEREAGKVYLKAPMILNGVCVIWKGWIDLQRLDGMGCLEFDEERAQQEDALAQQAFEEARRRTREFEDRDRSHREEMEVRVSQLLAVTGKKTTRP
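Proteins preincubated together for 20 min at RT before compound addition; 15 min later, nickel and streptavidin beads were added and left 90 min prior to AlphaScreen measurement.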
LMNA splice mod – changes lamin A minigene splicing in HeLa cells; AID 1487; HeLa LMNA splicing GFP/RFP minigene ratio, 48 h; 200,000 compounds, 0.01% hits; Potency, µM (titrated, usually from 46.1 µM), for inactives: at the top dose ratio change, negative = inhibition, usual class: inhibitors; active = well fitted inhibition curve with a large enough effect in the signal ratio, with a control signal flat, not every such curve was filed as active; inconclusive = small, poorly fitted or top-dose-only effect, or effect the other way, or a change in a side signal; the % refers to the signal ratio; note: potency is the fitted concentration of half-maximal effect; % is set by controls: 0 for no effect and ±100 for the full control effect
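S3 HeLa stable clones carrying a lamin A-EGFP splicing minigene plus DsRed2 were seeded at 600 cells/well in Opti-MEM with 2% FBS, pin-dosed and incubated 48 h at 37°C. Acumen cytometry (488 nm) gave the GFP/RFP total-intensity ratio.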
NPSR antagonist – neuropeptide S receptor (human) antagonism, cAMP; Potency, µM (top dose mostly 38.3 µM), for the others: at the top dose activity change, negative = inhibition, usual class: inhibitors; Q6W5P4; CHO-NPSR cells, cAMP TR-FRET, antagonist mode; AID 1461; 220,000 compounds, 1% hits; note: potency is the fitted concentration of half-maximal effect; % is set by controls: 0 for no effect and ±100 for the full control effect; nearly all actives have a fitted effect of over 50% in size; many of its hits are not listed in these tables
Target sequence (Q6W5P4 whole entry, looked up): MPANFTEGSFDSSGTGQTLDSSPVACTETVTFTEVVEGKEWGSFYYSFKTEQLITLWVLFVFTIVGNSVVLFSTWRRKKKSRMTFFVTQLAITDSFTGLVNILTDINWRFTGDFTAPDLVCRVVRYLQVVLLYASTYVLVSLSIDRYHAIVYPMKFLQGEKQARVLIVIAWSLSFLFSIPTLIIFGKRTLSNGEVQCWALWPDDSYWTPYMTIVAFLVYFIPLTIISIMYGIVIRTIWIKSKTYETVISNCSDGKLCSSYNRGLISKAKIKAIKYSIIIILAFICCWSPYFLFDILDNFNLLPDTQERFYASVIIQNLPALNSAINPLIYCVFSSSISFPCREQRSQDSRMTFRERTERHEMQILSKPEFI
Epigenetic reg – regulators of epigenetic silencing causing reporter derepression in mouse cells; Potency, µM (titrated, usually from 53.9 µM), for inactives: at the top dose GFP activation, most hits filed as activators; murine LDR cells, GFP reporter derepression, 30 h; AID 1865; 280,000 compounds, 0.2% hits; note: potency is the fitted concentration of half-maximal effect; % of control where 0% means no effect; nearly all actives have a fitted effect of over 60% in size
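Murine LDR cells bearing a silenced CMV-driven GFP reporter were exposed to compound for 30 h at 37 C. After PBS washes, GFP-positive cells (20-120 um objects) counted by laser-scanning microplate cytometry.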
IMPase Li inh – IMPase inhibition in cells with lithium potentiation | Potency, µM (series often up to 59.4 µM), inactives show at the highest dose activity, negative = IMPase inhibition, usual class: inhibitors | 210,000 compounds, 0.35% hits | AID 1457 | CHO-M1 cells, IP1 TR-FRET (IP-One), carbachol + lithium;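 note: IP1 builds up when IMPase is blocked and the TR-FRET signal falls; potency is the fitted concentration of half-maximal effect; plate controls were basal vehicle for no effect and high inhibitor control for full effect; nearly all actives have a fitted effect of over 50% in size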
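Lithium-sensitised IP1 accumulation assay; M1-expressing CHO cells treated 30 min at 37C with compound. Competitive antibody detection by time-resolved FRET followed a 10 min room-temperature lysis step.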
Luc counter – counter-screen: inhibitors of Kinase-Glo firefly luciferase; Q27757; Kinase-Glo luciferase, ATP luminescence, 8 min; Potency, µM (series often up to 38.3 µM), without a hit: top-dose activity change, negative = inhibition, most hits filed as inhibitors; 200,000 compounds, 0.28% hits; note: potency is the fitted concentration of half-maximal effect; % is set by controls: 0 for no effect and ±100 for the full control effect; nearly all actives have a fitted effect of over 60% in size
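Kinase-Glo luciferase light output from ATP and luciferin was measured with 10 uM ATP, within the enzyme's linear range. Buffer: 50 mM imidazole pH 7.2, 50 mM KCl, 7 mM MgCl2, 0.01% Tween 20, 0.05% BSA; luminescence read after 8 min at ambient temperature.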
HTT aggregate – inhibitors of mutant huntingtin aggregate formation in PC12 cells; PC12 HttQ103-GFP aggregates, Acumen cytometry, 40 h; Potency, µM (top dose mostly 46.1 µM), for inactives: at the highest dose activity change, negative = inhibition, hits mostly inhibitors; 220,000 compounds, 1.1% hits; AID 1688; note: potency is the fitted concentration of half-maximal effect; % is set by controls: 0 for no effect and ±100 for the full control effect; nearly all actives have a fitted effect of over 60% in size
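Aggregate formation scored by laser-scanning cytometer (488 excitation, 500–530 emission) in lysed PC12 cells expressing Q103-GFP after 100 nM tebufenozide induction; library tested in dose series, with ATPLite reagent added in the multiplex.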
* = called active by the depositor; ? = inconclusive; nt = not tested or not shown; & = joins results of further samples; [ ] = dose if it differs, or a comment. Unless noted, calls come from the whole dose curve; as a rule, active = well fitted curve in the direction sought with a large enough effect; inconclusive = small, poorly fitted or top-dose-only effect, or another doubt; inactive = no such curve, though single readings can be large; an effect the other way counts as inactive or inconclusive. These rows are one share of the data; count on the stated rates, not on these rows.

SMILES	CBFb RUNX1 block	LMNA splice mod	NPSR antagonist	Epigenetic reg	IMPase Li inh	Luc counter	HTT aggregate
O=C(NCc1cccs1)C(NS(=O)(=O)c1cccc2nsnc12)c1ccccc1 (configuration not stated)	-2%	10%	-12%[46.1 µM]	-2.3%	-4%[38.3 µM]	4%	-8%
S=C(Nc1ccc(Cl)cc1Cl)N1CCOCC1	-20%	?	11%	-0.9%	0%	2%	-14%
O=S(=O)(c1ccccc1C(F)(F)F)N1CCOCC1	2%	14%	1%[46.1 µM]	0.9%	8%[38.3 µM]	-3%	1%
CC[C@@H](C(=O)n1nc(C)cc1C)[C@H](NS(=O)(=O)c1ccc(C)cc1)c1ccccc1	4%	14%	?	-1.9%	26%[38.3 µM]	0%	?
COc1cccc2sc(Nc3nnc(-c4ccccc4Cl)o3)nc12	-29%	?	-3%	-1.0%	-2%	-1%	-32%
CCOC(=O)N1CCc2c(sc3nc(SC(C)C)n(N)c(=O)c23)C1	-2%	?	-13%[46.1 µM]	-0.9%	nt	nt	?
Cc1ccc(/C=C2\Oc3c(ccc(O)c3CN3CCN(CCO)CC3)C2=O)cc1	5%	nt	10µM*	0.0%	-11%	0%	5%
Cc1cc(C(=O)NNC(=O)CCC2CCCCC2)c(C)o1	-4%	2%[46 µM]	12%	-3.0%	-1%	1%	24%
CCOC(=O)COc1ccc(Cl)cc1C1NC(=O)NC(C)=C1C(C)=O (configuration not stated)	-5%	6%	10%[46.1 µM]	0.5%	0%[38.3 µM]	-2%	14%
O=C(NC(Cc1ccccc1)c1nc2ccccc2[nH]1)C1CC(=O)N(c2ccc3c(c2)OCCO3)C1 (configuration not stated)	1%	0%	-25%[46.1 µM]	-1.6%	-6%[38.3 µM]	-7%	-20%
CC(=O)N[C@@H](Cc1c[nH]c2ccccc12)C(=O)OCc1cc(C(F)(F)F)cc(C(F)(F)F)c1	22%	?	?	-0.1%&-0.8%	-17%&-2%	-2%&-2%	nt
COC(=O)C(C)C1Sc2ccccc2NC1=O (configuration not stated)	5%	-12%	-6%[46.1 µM]	-9.5%	16%[38.3 µM]	-1%	3%
O=C(NCc1ccc2c(c1)OCO2)C1CCN(S(=O)(=O)c2ccc(Br)s2)CC1	11%	-5%	-21%[46.1 µM]	-0.2%	16%[38.3 µM]	-3%	-15%
CCC1CCCCN1C(=O)C1CC(c2cc(Cl)c(OC)cc2OC)=NO1 (configuration not stated)	5%	-8%	-18%[46.1 µM]	0.3%	15%[38.3 µM]	2%	-8%
CCCCC/C=C\C=C\C(O)CCCCCCCC(=O)O (configuration not stated)	4%	nt	nt	-1.1%	2%	-1%	nt
CSc1cccc(CN2CCN(Cc3ccc(F)c(F)c3)C(CCO)C2)c1 (configuration not stated)	1%	nt	24%	-0.2%	-1%	nt	-6%[9.22 µM]
O=C(NCc1ccco1)c1ccc(Br)s1	-8%	6%	22%[46.1 µM]	-5.6%	3%[38.3 µM]	-5%	-11%
Cc1ccccc1NC(=O)COc1ccc(Br)cc1CNCCCO	2%	nt	-14%	-2.3%	7%	1%	33%
CCOC(=O)Nc1sc(NS(=O)(=O)c2ccc(C)cc2)nc1C	-2%	2%	-9%[46.1 µM]	0.0%	43%[activator][38.3 µM]	17%	21%
COc1ccc(/C=N/NC(=O)Cn2nc([N+](=O)[O-])cc2C)c(OC)c1OC	-6%	nt	-1%	-1.8%	nt	nt	2%[9.22 µM]
O=C(O)c1c2c(nc3ccc(S(=O)(=O)N4CCC(C(=O)N5CCCCC5)CC4)cc13)CCCC2	-5%	2%	-11%[46.1 µM]	-5.6%	-19%[38.3 µM]	-1%	-11%
Cc1ccccc1CNc1nc(N)n(-c2ccccc2)n1	-2%	2%	2%[46.1 µM]	0.0%	6%[38.3 µM]	-4%	3%
CCOc1ccc(C(=O)NC(=S)Nc2ccc(N3CCCCC3)cc2)cc1[N+](=O)[O-]	?	-2%	10%	0.0%	5%	-3%	28%
N[C@H](C(=O)O)[C@H]1C[C@H]1C(=O)O	19%	nt	nt	1.1%	1%	nt	nt
CCCCNCc1cc2ccccc2o1	4%	nt	18%	-1.0%	nt	nt	-5%[9.22 µM]

For convenience, two of the compounds above:
SMILES	CBFb RUNX1 block	LMNA splice mod	NPSR antagonist	Epigenetic reg	IMPase Li inh	Luc counter	HTT aggregate
O=C(NCc1cccs1)C(NS(=O)(=O)c1cccc2nsnc12)c1ccccc1 (configuration not stated)	-2%	10%	-12%[46.1 µM]	-2.3%	-4%[38.3 µM]	4%	-8%
S=C(Nc1ccc(Cl)cc1Cl)N1CCOCC1	-20%	?	11%	-0.9%	0%	2%	-14%

Continuation:
SMILES	CBFb RUNX1 block	LMNA splice mod	NPSR antagonist	Epigenetic reg	IMPase Li inh	Luc counter	HTT aggregate
O=c1c2cc3c(=O)n(CC4CCCO4)c(=O)c3cc2c(=O)n1CC1CCCO1 (configuration not stated)	4%	9%	-9%[46.1 µM]	-1.1%	-1%[38.3 µM]	4%	-11%
N#C/C(=C\c1ccc(OCC(N)=O)cc1)S(=O)(=O)c1ccccc1	11%	-8%[46 µM]	9%	1.1%	0%	2%	-2%
CC(C)C(OC(=O)c1cccs1)C(=O)NCc1ccco1 (configuration not stated)	13%	1%	-7%[46.1 µM]	0.0%	2%[38.3 µM]	3%	-11%
CCNC(=S)N/N=C/c1cn(Cc2ccccc2F)c2ccccc12	1%	?	-1%	0.0%	2%	0%	?
COC(=O)c1c(NC(=O)CCc2ccc(C)o2)sc(C)c1C	8%	4%	-16%[46.1 µM]	0.0%	20%[38.3 µM]	0%	-10%
COc1ccc([N+](=O)[O-])cc1NC(=O)C(C)OC(=O)/C=C/c1ccco1 (configuration not stated)	2%	?	-11%	1.1%	24%	1%	?
COc1ccc(NC(=O)c2c(-c3ccccc3Cl)noc2C)c(OC)c1	0%	?	?	-1.6%	7%[38.3 µM]	3%	-8%
CSc1nc2cc(Cl)ccc2s1	3%	-4%	-16%[7.67 µM]	2.1%	-4%[38.3 µM]	-4%	-23%
COc1cc(OC)c(NC(=S)Nc2cccc(C)c2)cc1Cl	-4%	-12%	-13%[46.1 µM]	3.4%	-4%	-1%	19%
C[N+]1(CC2COC3(CCCCC3)O2)CCCC1 (configuration not stated)	-3%	18%	5%	-1.8%	17%	1%	6%
CC1CC(Nc2ccccc2)c2ccccc2N1C(=O)c1ccco1 (configuration not stated)	-1%	nt	?	-1.0%	nt	nt	6%[9.22 µM]
Cn1c(N)c(C(=O)COC(=O)c2ccc(Br)o2)c(=O)n(C)c1=O	-1%	9%	-9%[46.1 µM]	1.0%	nt	nt	1%
CN(C(=O)C(Cl)Cl)C1CC2C=CC1C2 (configuration not stated)	1%	nt	-33%	0.0%	nt	nt	18%[9.22 µM]
O=C(C1CSC2(c3ccc(F)cc3)CCC(=O)N12)N1CCCCCC1 (configuration not stated)	0%	2%	1%[46.1 µM]	-1.0%	30%[38.3 µM]	1%	-2%
COc1ccc(NC2c3ccccc3C(=O)N2c2ccccn2)cc1Cl (configuration not stated)	1%	0%	-9%[46.1 µM]	7.7%	14%[38.3 µM]	-1%	12%
COC(=O)C1=C(N)n2c(s/c(=C\c3cccnc3)c2=O)=C(C(=O)OC)C1c1cccnc1 (configuration not stated)	-5%	5%	-14%[46.1 µM]	-0.5%	20%[38.3 µM]	-4%	6%
COc1ccc(C(CNC(=O)c2ccc(OCC3CCCO3)cc2)N2CCOCC2)cc1 (configuration not stated)	10%	-15%	12%[46.1 µM]	-7.9%	21%[38.3 µM]	0%	-11%
CC(=O)CSc1ncnc2nc[nH]c12	-1%	-1%	1%[46.1 µM]	-0.9%	-19%[38.3 µM]	-3%	2%
Cc1nc(NC(=O)c2cc(-n3cnnc3)ccc2Cl)ccc1Br	-3%	0%	8%	-0.1%	9%	-1%	-10%
CCCNC(=O)Cn1sc2nc(C)cc(C)c2c1=O	6%	nt	-11%	-1.8%	nt	nt	-4%[9.22 µM]
O=C(NC1CCCC1)C(NS(=O)(=O)c1cccc2nsnc12)c1ccccc1 (configuration not stated)	14%	-4%	17%[46.1 µM]	0.0%	-12%[38.3 µM]	0%	4%
O=C(Cc1cccs1)N1CCN=C1SCc1ccccc1Cl	13%	nt	-45%	-1.0%	26%	-2%	-6%
Cc1ccc(OCc2nnc(SCC(=O)CC(=O)Nc3ccccc3)o2)cc1	2%	?	-13%[46.1 µM]	-0.4%	4%[38.3 µM]	-1%	?
Cc1ccc(S(=O)(=O)N2CCN(CC(=O)N/N=C\c3ccc(O)c(O)c3)CC2)cc1	-2%	nt	0%	-4.2%	nt	nt	24%[9.22 µM]
Cc1ccc(CSc2ncn(-c3ccccc3)n2)cc1	1%	8%	-17%[46.1 µM]	-1.6%	82%[activator][38.3 µM]	5%	4%

Remaining list, next part:
SMILES	CBFb RUNX1 block	LMNA splice mod	NPSR antagonist	Epigenetic reg	IMPase Li inh	Luc counter	HTT aggregate
COc1ccc(N2CCN(C(c3ccccc3)c3nnnn3Cc3ccc(F)cc3)CC2)cc1 (configuration not stated)	?	?	?	-1.0%	12%[38.3 µM]	1%	-15%
OC1C(O)C(O)C(O)C(O)C1O (configuration not stated)	8%	?	nt	1.5%	-22%	2%[39.9 µM]	-5%
O=C(CN1C(=O)C2CCCCC2C1=O)N1CCN(c2ncccn2)CC1 (configuration not stated)	-1%	nt	-22%	1.1%	nt	nt	-11%[9.22 µM]
CNc1ccc(Cl)nn1	-1%	nt	12%	-0.2%	-15%	-5%	-3%
Cn1c(SCc2ccc(F)cc2)nnc1-c1ccccn1	-2%	10%	-3%[46.1 µM]	0.0%	3%[38.3 µM]	-3%	4%
N#CC1=C(N)NC(SCc2ccccc2)=C(C#N)C12CCCCC2	-8%	0%	-15%[46.1 µM]	-5.6%	-4%[38.3 µM]	5%	?

Screening data as filed in PubChem BioAssay.
